Compound activity deposited in PubChem BioAssay by The Scripps Research Institute Molecular Screening Center.
CHRM1 antagonist – antagonists of human M1 muscarinic receptor; CHO-K1 hM1, Fluo-8 calcium fluorescence, ACh EC80 antagonist; AID 588852; 360,000 compounds, 1.3% hits; P11229; inhibition, % at 3 µM;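 active = percent inhibition above its own plate's cutoff, namely the mean of that plate's compound wells plus 3 SD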;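 also: peak over basal fluorescence ratio during 140 s after agonist addition; 0% = ACh EC80 plus DMSO and 100% = DMSO alone without agonist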
Target sequence (P11229 whole entry, looked up): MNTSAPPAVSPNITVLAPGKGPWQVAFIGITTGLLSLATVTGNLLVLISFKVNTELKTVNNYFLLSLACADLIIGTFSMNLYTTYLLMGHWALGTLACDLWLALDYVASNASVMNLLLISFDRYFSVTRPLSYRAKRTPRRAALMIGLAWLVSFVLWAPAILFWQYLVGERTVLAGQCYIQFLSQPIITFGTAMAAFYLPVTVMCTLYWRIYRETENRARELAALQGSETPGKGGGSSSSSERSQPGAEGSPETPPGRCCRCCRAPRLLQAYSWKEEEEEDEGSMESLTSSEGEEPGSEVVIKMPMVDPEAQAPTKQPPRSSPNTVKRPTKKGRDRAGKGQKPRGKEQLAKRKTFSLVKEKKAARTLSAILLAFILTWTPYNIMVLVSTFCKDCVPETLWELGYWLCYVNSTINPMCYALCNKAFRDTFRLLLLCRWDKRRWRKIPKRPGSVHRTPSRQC
TAAR1 antag – antagonists of human TAAR1; 360,000 compounds, 1.5% hits; inhibition, % at 3 µM; CHO RD-HGA16 TAAR1, Fluo-8 calcium fluorescence, antagonist; Q96RJ0;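 active = inhibition above a per-plate cutoff, the mean inhibition of test compounds on that plate plus 3 SD, cut at about 49% in these data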;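 also: 0% = DMSO plus EC80 beta-PEA response and 100% = DMSO alone without agonist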
Target sequence (Q96RJ0 whole entry, looked up): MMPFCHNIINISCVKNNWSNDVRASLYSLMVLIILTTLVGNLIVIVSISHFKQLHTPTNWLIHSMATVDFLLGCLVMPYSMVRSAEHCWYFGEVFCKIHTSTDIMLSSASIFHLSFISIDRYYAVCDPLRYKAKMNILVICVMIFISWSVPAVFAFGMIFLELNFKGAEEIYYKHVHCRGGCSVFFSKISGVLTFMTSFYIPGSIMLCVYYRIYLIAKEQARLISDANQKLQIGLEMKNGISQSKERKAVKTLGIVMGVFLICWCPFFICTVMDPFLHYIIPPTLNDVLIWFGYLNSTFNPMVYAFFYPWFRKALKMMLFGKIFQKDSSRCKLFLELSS
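Test system: RD-HGA16 CHO cells with stable hTAAR1 and Gα16 / Probe or stimulus: EC80 β-phenethylamine stimulus / Times: seeding 17-24 h prior, 75-min 37 °C, 30-min RT dye loading / Detection: Fluo-8 calcium-sensitive fluorescence / Read-out basis: % inhibition scaled between DMSO and EC80 PEA controls / Repeats: singlicate, one well per test compound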
M1 ag parental – M1 agonist counterscreen hit in parental CHO-K1 cells. Fluo-8 calcium fluorescence; scaled to maximal ATP response, vehicle zero. activation, % at 3 µM. 360,000 compounds, 0.48% hits; in the data active = activation above about 15%;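 also: untransfected CHO-K1 host cells lacking M1 receptor as counterscreen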
M1 PAM parental – counter-screen for M1 PAMs: effect in parental CHO-K1 cells. ATP EC20, Fluo-8 calcium fluorescence; 0% at ATP EC20, 100% at ATP max. 360,000 compounds, 0.02% hits. AID 602247. activation, % at 3 µM;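 active = activation above the run cutoff, the mean activation of all test compounds plus 3 SD, cut at about 40% in these data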;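 also: peak over basal fluorescence ratio in a 140 s read after ATP addition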
CHRM1 PAM – human CHRM1 positive allosteric modulation | activation, % at 3 µM | CHO-K1 hM1, Fluo-8 calcium fluorescence, ACh EC20; 0% = ACh EC20, 100% = maximal ACh | AID 588819 | P11229 | 360,000 compounds, 0.088% hits; in the data active = activation above about 19%, passing the limit was not always enough
CHO parental Ca – counter-screen for OX1R antagonists: effect in parental CHO cells; parental CHO-K1, ATP-induced calcium, Fluo-8 fluorescence; inhibition, % at 5.6 µM; 330,000 compounds, 0.63% hits; AID 463079;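 active = inhibition above that plate's mean sample inhibition plus 3 SD, cut at about 26% in these data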;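 also: 0% = ATP-challenged DMSO wells and 100% = DMSO wells without ATP; some compounds past the cut are filed as inactive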
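Assay system – parental CHO cells · Reagent – ATP stimulus · Detection – intracellular calcium via Fluo-8 no-wash fluorescent dye · Evaluation – percent inhibition of ATP-evoked calcium rise, normalized to controls · Controls – ATP wells versus no-ATP DMSO wells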
CHO-K1 Ca antag – counter-screen for M1 antagonists: effect in parental CHO-K1 cells; inhibition, % at 3 µM; ATP-induced calcium, Fluo-8 fluorescence; 360,000 compounds, 0.6% hits;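 active = inhibition above a per-plate cutoff, the plate's mean sample inhibition plus 3 SD, cut at about 24% in these data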;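 also: 0% = DMSO plus EC80 ATP and 100% = DMSO alone without ATP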
M1 ag – human M1 muscarinic receptor agonism; activation, % at 3 µM; 360,000 compounds, 0.33% hits; CHO-K1 hM1, Fluo-8 calcium fluorescence, agonist mode; 0% DMSO, 100% acetylcholine EC100;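 active = activation above the run's mean compound activation plus 3 SD, cut at about 16% in these data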;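 also: peak over basal fluorescence ratio within a 140 s kinetic read after compound addition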
TAAR1 agonist – agonists of human TAAR1; Q96RJ0; CHO RD-HGA16 TAAR1, Fluo-8 calcium fluorescence; vehicle wells 0%, saturating PEA agonist 100%; activation, % at 3 µM; 360,000 compounds, 0.99% hits;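 active = activation above the mean activation of all test compounds in the run plus 3 SD, cut at about 38% in these data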
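Test system: RD-HGA16 (CHO) cells co-expressing Gα16 and hTAAR1 / Benchmarks: DMSO vehicle as 0%, PEA at EC100 as 100% / Repeats: no replicates (n 1) / Measure: % activation from peak over basal fluorescence ratio, DMSO-to-PEA scaled / Timing: 17-24 h plating, Fluo-8 75 min 37 °C, 30 min RT / Technique: kinetic Fluo-8 calcium fluorescence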
* marks the source's active call; other numbers are inactive results; · = no result given.

SMILES	M1 ag parental	CHO parental Ca	M1 PAM parental	TAAR1 antag	CHO-K1 Ca antag	M1 ag	TAAR1 agonist	CHRM1 PAM	CHRM1 antagonist
Cc1ccnc(NS(=O)(=O)c2ccc(NC(=O)C3CCCCC3)cc2)n1	-0.1	-10	15	9	-20	-2	3	10	-37
Cc1c(Cc2ccccc2)c(=O)oc2cc(OCC(=O)N3CCC(C(=O)O)CC3)ccc12	-0.2	-6	3	-2	5	0	0	3	-5
O=C(NC1CC1)c1sc2cc(Cl)ccc2c1Cl	1.0	-23	12	12	-10	-4	-2	5	-14
COCc1cc(C)nc(SCC(=O)Oc2ccccc2)c1C#N	0.0	-27	-4	-16	12	-2	0	6	-9
Cc1ccc(C(C)C)c(OCCNCc2ccccc2)c1	5.7	2	3	27	13	0	23	-11	14
Nc1ccc2c(c1)CC(=O)c1ccccc1S2	-0.2	-4	5	5	-9	-3	0	-1	6
CCC(Sc1nc2sc(C(=O)OC)c(C)c2c(=O)n1N)C(=O)NCC1CCCO1 (stereo unspecified)	1.2	-14	27	23	-18	-4	7	-3	7
COc1ccc(COC(=O)N/N=C(\C)CC(=O)Nc2ccc(Cl)cn2)cc1	-0.2	-15	10	7	-9	-4	-2	8	-12
Cc1ccc(CN2C(=O)CCC2(C)c2nnnn2-c2ccc3c(c2)OCCO3)cc1 (stereo unspecified)	0.8	·	13	-17	-20	·	2	·	·
COc1ccc(-n2c(SCC(=O)NCC3CCCO3)nc3n[nH]c(C)c3c2=N)cc1 (stereo unspecified)	-1.1	-8	3	0	0	-5	0	13	-16
O=C(C1CCCO1)N1CCN(S(=O)(=O)c2ccc(F)cc2)CC1 (stereo unspecified)	1.0	10	-11	-18	0	0	0	9	-19
CN(C)c1nc(SCC#N)nc(N(C)C)n1	-0.1	-7	20	-19	2	-4	13	13	-9
CN1c2ccccc2C(C)(C)C12CC(c1cccc(S(=O)(=O)N3CCCC3)c1)=NO2 (stereo unspecified)	1.5	6	1	7	4	-4	0	-5	1
CC(=O)OCC(=O)[C@@]1(O)CC[C@H]2[C@@H]3CCC4=CC(=O)C=C[C@]4(C)[C@@]3(Cl)[C@@H](Cl)C[C@@]21C	0.5	-7	22	13	-16	37*	1	-14	-21
Cn1ccnc1SCC(=O)c1cccc(Br)c1	1.3	-15	5	-11	-18	-12	1	6	-16
O=C(NC1CCCC1)C(=O)N(Cc1cccnc1)C(C(=O)NCc1ccco1)c1ccccc1F (stereo unspecified)	1.7	-14	8	-15	-14	-4	9	2	-7
COCc1ccc(O)c2ncccc12	0.5	4	24	-4	-8	-5	4	6	-6
CC1(C)CC(=O)c2c(oc3ccc(NS(=O)(=O)c4cccc5cccnc45)cc23)C1	3.6	-20	-5	18	8	6	9	6	-10
Nc1nc2ccc(Cl)cc2[nH]1	1.0	·	22	-16	-14	-1	4	10	-8
CN(Cc1cccnc1)C(=O)c1cc(S(=O)(=O)Nc2ccccc2F)ccc1Cl	1.6	·	17	-28	-14	-6	0	9	-14
CC1Cc2ccccc2N1C(=O)CO/N=C/c1ccccc1OC(F)F (stereo unspecified)	3.5	-14	22	38	-6	-7	3	-13	-2
CC1CCN(CCCNC(=O)c2cc3c(=O)n(C)c4ccccc4c3n2C)CC1	0.0	-13	22	-2	-5	-12	0	6	-16
CCNC(=S)NC1CC2CCCC(C1)N2Cc1ccc(C)cc1 (stereo unspecified)	1.4	-22	11	-1	-5	-8	0	-29	69*
CCC(C)CCCCNC1=NCCS1 (stereo unspecified)	2.3	-7	27	-7	-21	-7	14	-9	8
CCCOc1cccc(C2C(C(=O)c3ccco3)=C(O)C(=O)N2CCN(CC)CC)c1 (stereo unspecified)	0.2	-19	16	7	-6	-5	4	2	0
C=CCOc1ccc(CNc2ccc(NC(=O)CC(C)C)cc2)cc1OC	-0.1	-9	14	1	-9	-4	2	-5	-7
NC(=O)c1ccc(NC(=O)c2cccc3c2OCCCO3)cc1	1.2	-4	21	-3	-6	-3	1	1	-6
COc1ccc(CC(=O)Nc2cccc(-c3ccc4nncn4n3)c2)cc1OC	5.7	-2	3	-6	-12	0	2	1	1
Cc1c(-c2ccccc2)sc2nc[nH]c(=S)c12	0.1	-12	-12	-15	12	-7	-1	-4	15
C#CCOCCOCCOCCNc1nc(N2CCN(C(=O)[C@H](C(C)C)n3cc(CCO)nn3)CC2)nc(N2CCN(C(=O)[C@H](CCCCN)n3cc(CCCC)nn3)CC2)n1	-0.3	0	-4	-7	5	-5	6	7	-2
Cc1ccc(NC(=O)CN(C)S(=O)(=O)c2ccc3c(c2)n(C)c(=O)c(=O)n3C)c(C)c1	0.4	-6	4	-3	-6	-5	-1	6	-3
CC(C)NC(=O)N(C)C[C@H]1Oc2c(NS(=O)(=O)c3cn(C)cn3)cccc2C(=O)N([C@H](C)CO)C[C@@H]1C	0.2	-5	19	4	-17	-4	4	8	-5
COCC(=O)Nc1ccc(N2CCCC2)c(S(=O)(=O)Nc2ccccc2OC)c1	0.5	-17	-9	8	-6	-5	-1	-5	14
O=[N+]([O-])c1ccc(CSc2ccc(S(=O)(=O)N3CCOCC3)cn2)cc1	1.9	·	-1	33	9	-5	0	-5	2
CN(C(=O)CN1C(=O)c2ccc([N+](=O)[O-])cc2C1=O)C1CCCCC1	0.5	-9	11	-4	-8	-6	6	4	-15
CCn1c(=O)c(CCC(=O)N2CCN(c3ccccn3)CC2)c(C)c2c(C)nn(-c3ccccc3)c21	0.5	3	11	-12	-15	-3	1	4	-8
O=C(NCc1cccc(C(F)(F)F)c1)c1csc([C@@H]2C[C@H](O)[C@@H](CO)O2)n1	0.1	·	15	-9	5	-1	1	5	-10
N#CC1=C(N)Oc2c(sc3ccccc23)C1c1ccco1 (stereo unspecified)	3.1	-10	9	7	2	-3	7	-6	-4
CC(=O)Nc1c(-c2ccc(Cl)cc2)c(=O)c2ccccc2n1C	0.8	-8	4	-19	-6	-2	2	5	-9
O=C(CN1C(=O)NC2(CCCCC2)C1=O)N1CCN(S(=O)(=O)c2ccccc2)CC1	0.5	-3	-14	-20	-8	-5	1	2	-3
CCOc1c(C)cnc2c1c(=O)n(Cc1cccc(Cl)c1)c(=O)n2C	1.2	-28	2	-18	-22	-4	-1	0	-4
Cc1ccc(-n2nc3c(=O)n(CC(=O)NCCc4ccc(Cl)cc4)nc(C)c3c2C)cc1	-0.6	-24	5	-40	-10	-6	0	-7	-2
O=C(N/N=C/c1ccc(Br)s1)c1cccc([N+](=O)[O-])c1	-0.1	8	-10	13	13	-1	3	-2	5
CCN1C(=O)[C@@H]2[C@@H](c3ccc(-c4cc(C(C)=O)cs4)cc3)N3CCC[C@@]3(C(=O)OC)[C@@H]2C1=O	0.6	·	16	23	-10	-2	13	6	-1
COc1ccc(C(=O)Oc2c(C)occc2=O)cc1OC	-0.4	-6	-1	6	-6	-1	2	-1	-15
CCCC(=O)Nc1ccccc1-c1nnc(SCC)[nH]c1=O	0.2	-3	14	-29	-8	-2	-1	14	-14
O=C1OC(c2ccc3ccccc3c2O)(c2ccc3ccccc3c2O)c2ccccc21	-0.1	·	1	-6	-15	-1	1	6	-16
O=C1C=C(c2ccccc2)C(=O)N1Nc1ccccc1	3.9	14	23	16	-13	2	51*	10	1
CCOC(=O)C1(Cc2ccccc2C(F)(F)F)CCN(Cc2ccon2)CC1	2.4	-11	4	-7	-4	-2	0	-1	-2
O=C(NCc1nc2ccccc2[nH]1)C1=C[C@@H](c2ccccc2)C[C@@H](OCc2ccc(CO)cc2)O1	0.8	-10	0	40	-8	-7	6	-2	9
Cc1nn(CCCC(=O)NCc2ccc(F)cc2)c(C)c1[N+](=O)[O-]	0.4	8	-3	10	1	-5	0	9	-4
CC(=O)Nc1ccc2c(c1)Cc1c-2cc(Cl)c(NC(C)=O)c1Cl	1.9	·	24	10	-14	-2	1	4	-5
CCOc1ccc2[nH]c(=O)c(CN(Cc3nnnn3Cc3ccco3)C3CCCCC3)cc2c1	0.8	-21	17	54*	-8	-4	26	-2	-6
CCN(CC)CCCN(Cc1cc2cc3c(cc2[nH]c1=O)OCO3)C(=S)NCCCN(C)C	0.1	-3	-17	1	5	-8	0	-4	-2
Cc1ccc(-c2nc(CS(=O)(=O)CC(=O)NC3CCCCCC3)c(C)o2)cc1	0.1	-28	13	-40	-18	-3	-2	16	-17
O=C(Nc1nc2ccccc2[nH]1)C1CCN(C(=O)c2ccc(F)cc2)CC1	0.3	-15	-3	-9	9	-4	1	13	2

Reprinted at random: 2 records from the list
SMILES	M1 ag parental	CHO parental Ca	M1 PAM parental	TAAR1 antag	CHO-K1 Ca antag	M1 ag	TAAR1 agonist	CHRM1 PAM	CHRM1 antagonist
CCOc1c(C)cnc2c1c(=O)n(Cc1cccc(Cl)c1)c(=O)n2C	1.2	-28	2	-18	-22	-4	-1	0	-4
COc1ccc(C(=O)Oc2c(C)occc2=O)cc1OC	-0.4	-6	-1	6	-6	-1	2	-1	-15
